Bioassay records: PubChem BioAssay, several laboratories
hcDAF12 agonist – H. contortus DAF-12 activation, primary screen. HEK293 hcDAF-12 lit1-tk-luc reporter, luminescence; 0% DMSO, 100% Δ7-dafachronic acid. activation, % at 6.8 µM. 1.4% of 370,000 active;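 active = activation above the mean of all tested compounds plus 3 SD, cut at about 5.5% in these data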;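 also: 100% = response to 3 µM Δ7-dafachronic acid high control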
GAA850 FXN act – increases GAA850 frataxin promoter reporter activity. AID 540364. 0.56% of 360,000 active. HEK293 lucGAA850 FXN promoter luciferase reporter, 24 h; percent of 10 µM SAHA response. activation, % at 6 µM;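 active = activation above the average of all compounds screened plus 3 SD, cutoff fixed separately per campaign, cut at about 7.5% in these data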;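 also: 0% = DMSO wells and 100% = 10 µM SAHA wells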
DAX1 inh-1 – blocks DAX1 repression of SF-1 activated StAR promoter; HEK293T StAR-luciferase reporter, SF-1/DAX-1 repression relief; inhibition, % at 6.8 µM; 1.1% of 370,000 active; AID 652010;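 active = inhibition above the mean over all tested compounds plus 3 SD, cut at about 3.6% in these data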;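 also: 0% = DAX-1 cells with DMSO and 100% = cells lacking DAX-1 with DMSO; higher inhibition means more luminescence from relief of DAX-1 repression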
DAX1 inh-2 – inhibits human nuclear receptor DAX1; HEK293 Gal4-DAX1 luciferase reporter, luminescence; inhibition, % at 6.75 µM; 0.99% of 340,000 active; AID 504766;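 active = inhibition above the mean over all tested compounds plus 3 SD, cut at about 4.2% in these data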;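 also: 0% = DAX1-transfected cells with DMSO and 100% = empty-vector control cells with DMSO; inhibition shows as a rise in luminescence from relieved DAX1 repression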
Target sequence (P51843 207-470 limits assumed): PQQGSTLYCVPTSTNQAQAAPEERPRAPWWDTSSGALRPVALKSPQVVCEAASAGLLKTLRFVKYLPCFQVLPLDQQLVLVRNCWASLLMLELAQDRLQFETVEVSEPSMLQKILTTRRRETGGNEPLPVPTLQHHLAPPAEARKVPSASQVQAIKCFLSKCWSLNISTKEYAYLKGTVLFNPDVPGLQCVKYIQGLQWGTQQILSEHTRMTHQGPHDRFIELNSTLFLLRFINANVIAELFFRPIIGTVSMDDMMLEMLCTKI
NPR2 activator – GC-B (human) receptor activation; HEK293-GC-B cells, CNP EC30, cGMP TR-FRET; 0% at EC30 CNP, 100% saturating CNP; activation, % at 10 µM; 0.11% of 370,000 active; AID 1920062;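 active = activation at 10 µM reaching about 35% in either raw or pattern-adjusted values, limit read from the data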
NPR1 activator – GC-A (human) enzyme activation | 0.14% of 370,000 active | HEK293 GC-A cells, cGMP TR-FRET, EC30 ANP; 0% at EC30 ANP, 100% saturating ANP | activation, % at 10 µM; in the data active = activation above about 40%
SMARCA2 activ – increases SMARCA2 function in MMTV reporter cells | MG213 cells, MMTV-luciferase reporter, dexamethasone, overnight | activation, % at 9.1 µM | 1% of 370,000 active; in the data active = activation above about 7.8%;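 also: 0% = vehicle wells and 100% = reference activator wells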
ssDAF-12 act – activates DAF-12 receptor from parasite S. stercoralis | AID 652126 | activation, % at 6.8 µM | 1% of 370,000 active | HEK293 ssDAF-12/GRIP1 lit1-tk-luc reporter, luminescence; % of 3 µM dafachronic acid response;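 active = activation above the mean over all tested compounds plus 3 SD, cut at about 0.9% in these data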;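 also: 0% = DMSO-only wells and 100% = 3 µM delta7-dafachronic acid wells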
hgDAF-12 ag – agonists of H. glycines DAF-12 nuclear receptor. HEK293 GAL4-hgDAF12 UAS-luciferase reporter, agonist luminescence; normalized to butyrate control. activation, % at 6.8 µM. 1.8% of 370,000 active. AID 687014;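 active = activation above a cutoff set at the mean of all screened compounds plus 3 SD, cut at about 10% in these data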;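 also: 0% = DMSO wells and 100% = sodium butyrate wells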
HGIII-sPLA2 inh – Blocks human group III sPLA2 activity; Q9NZ20; QFRET BODIPY PC-A2 liposome hydrolysis, fluorescence; inhibition, % at 12.2 µM; 0.56% of 370,000 active;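 active = inhibition above mean plus 3 SD of compounds lying within the high and low control bounds, cut at about 19% in these data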;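 also: 0% = median of test compound wells and 100% = no enzyme DMSO wells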
Target sequence (Q9NZ20 whole entry, looked up): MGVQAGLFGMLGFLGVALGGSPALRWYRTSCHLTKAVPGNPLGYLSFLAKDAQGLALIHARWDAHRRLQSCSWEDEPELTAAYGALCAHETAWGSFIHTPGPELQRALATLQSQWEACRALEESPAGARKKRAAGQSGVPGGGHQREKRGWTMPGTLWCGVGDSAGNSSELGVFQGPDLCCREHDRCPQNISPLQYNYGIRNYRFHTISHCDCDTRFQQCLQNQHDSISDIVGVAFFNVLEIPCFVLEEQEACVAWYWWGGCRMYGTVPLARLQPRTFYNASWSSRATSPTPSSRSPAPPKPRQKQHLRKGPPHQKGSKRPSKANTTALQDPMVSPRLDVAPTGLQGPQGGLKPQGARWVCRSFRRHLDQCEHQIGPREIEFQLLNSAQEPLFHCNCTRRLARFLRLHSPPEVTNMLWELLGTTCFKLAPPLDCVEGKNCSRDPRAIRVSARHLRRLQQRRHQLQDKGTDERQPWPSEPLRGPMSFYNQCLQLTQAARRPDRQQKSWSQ
KLK7 zymogen act – proKLK7 (human) activation, primary screen. P49862. purified proKLK7, EDANS-DABCYL substrate fluorescence; 100% is mature enzyme control, 0% vehicle. activation, % at 7 µM. 0.9% of 370,000 active;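 active = activation above the mean of all tested compounds plus 3 SD, computed per campaign excluding outliers beyond control limits, cut at about 13% in these data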
Target sequence (P49862 whole entry, looked up): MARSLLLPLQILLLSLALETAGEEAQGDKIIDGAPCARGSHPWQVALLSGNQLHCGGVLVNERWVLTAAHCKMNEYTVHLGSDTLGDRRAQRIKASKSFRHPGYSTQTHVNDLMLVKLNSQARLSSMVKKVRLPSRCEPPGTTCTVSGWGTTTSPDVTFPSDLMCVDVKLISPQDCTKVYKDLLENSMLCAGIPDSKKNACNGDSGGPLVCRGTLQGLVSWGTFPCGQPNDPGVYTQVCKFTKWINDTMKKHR
* = called active by the depositor; . = not tested or not shown. Rows were taken by chance. Share with any hit: about 6.7%.

SMILES	SMARCA2 activ	DAX1 inh-1	NPR1 activator	hcDAF12 agonist	GAA850 FXN act	KLK7 zymogen act	HGIII-sPLA2 inh	hgDAF-12 ag	NPR2 activator	ssDAF-12 act	DAX1 inh-2
N#Cc1ccccc1NC(=O)COC(=O)c1ccc2c(c1)OCO2	-1	1.1	0	-0.4	0.3	-0.1	-1	0.0	4	-1.0	0.8
O=C(/C=C/c1ccco1)Nc1ccc(C(=O)N2CCOCC2)cc1	3	0.7	4	0.7	3.0	-0.4	6	4.0	4	-1.1	-0.7
Fc1cnc(N2CCOCC2)nc1N1CCc2ccccc21	1	0.2	2	-1.1	0.5	0.7	5	5.5	-4	-1.1	1.6
O=S(=O)(c1ccccc1)N1CCCc2nc(-c3ccccc3)ccc21	-4	0.6	7	1.4	.	0.9	-4	0.3	-2	-0.9	.
COc1cc(NC(=O)NCc2ccncc2)cc(OC)c1OC	-4	-0.3	-1	0.2	-1.6	0.2	7	0.5	5	-0.3	0.5
COc1cccc(NC(=S)N/N=C2\CC3CCC2(C)C3(C)C)c1 (configuration not stated)	4	0.3	-4	2.1	4.3	-0.4	4	8.0	-3	-1.1	2.5
Cc1ccc(C2(C)NC(=O)N(CC(=O)Nc3ccccc3C(=O)NC3CCCC3)C2=O)cc1 (configuration not stated)	-2	-1.2	0	-1.4	-0.9	-0.4	-2	-2.0	-1	-0.8	1.0
Cc1[nH]nc2c1C(c1ccc(F)cc1)C1=C(CC(C)(C)CC1=O)N2 (configuration not stated)	-1	0.2	-8	-1.9	1.0	14*	1	-5.2	-3	-0.9	-1.4
CCc1ccc(NC(=S)NC2CC3CCCC(C2)N3Cc2cccs2)cc1 (configuration not stated)	1	-0.9	-2	-2.0	-5.5	0.8	7	-0.8	-1	-2.0	0.4
Cn1cccc1Cc1nnc(SCC(=O)NCC2CCCO2)n1C (configuration not stated)	2	-0.1	-4	-1.3	1.8	-0.5	4	-1.4	2	-1.5	-0.4
CCOC(=O)C1CCCN(C(=O)CCCn2nnnc2CN2CCOCC2)C1 (configuration not stated)	-1	1.2	0	0.1	3.1	0.2	5	1.5	3	-0.3	1.0
C=CCOC(=O)C1=C[C@@H](c2ccc(C(F)(F)F)cc2)C[C@@H](OCc2ccc(CO)cc2)O1	0	-0.7	-3	0.7	0.8	0.8	-1	-0.9	-1	-1.6	0.2
COc1cc(/C=c2\sc3n(c2=O)CCCN=3)ccc1O	4	0.2	-7	-0.3	2.6	0.1	3	5.0	-3	-1.2	0.6
CC(c1ccccc1)N1CC(C(=O)N2CCN(Cc3ccc(C#N)cc3)CC2)CC1=O (configuration not stated)	-1	-2.5	-1	-2.0	-0.7	0.2	1	-3.5	2	-1.4	0.7
CC1CC(C)CN(C(=O)Cc2c(C(=O)O)[nH]c3ccc(Cl)cc23)C1 (configuration not stated)	-2	0.1	-1	0.0	-0.8	-0.4	-8	0.7	1	-0.9	1.1
CCOC(=O)[C@]12CCC=C1N(Cc1ccc(Cl)cc1Cl)C(=O)[C@H](CC(=O)NCc1ccc(C)o1)C2	-1	-0.6	-11	-3.4	.	-0.5	-6	-3.7	4	-1.3	.
Nc1nonc1-n1nnc(C(=O)N/N=C/c2ccccc2)c1CSc1ccccc1	-3	-0.1	-2	-0.3	0.8	0.4	-4	-1.2	-2	-1.3	.
COCC(=O)N1CCC(Oc2ccc(C(=O)NCc3cnc(C)cn3)cc2)CC1	0	1.0	2	0.7	1.3	0.4	-4	0.9	2	-2.1	0.3
Cc1noc(C)c1S(=O)(=O)Nc1ccc2c(c1)C(=O)N([C@H](C)CO)C[C@H](C)[C@@H](CN(C)Cc1ccc(C(=O)O)cc1)O2	1	0.2	-4	0.0	2.2	0.6	10	1.5	2	-0.7	1.6
Nc1nncn1C(=O)CCCN1C(=O)c2ccccc2C1=O	0	-0.3	1	-1.4	1.6	-0.1	9	0.0	7	-1.6	0.5
O=C(Nc1cc(-c2ccccc2)[nH]n1)c1ccccc1	-1	1.6	3	4.3	0.8	-0.2	7	14*	-2	-0.4	3.1
Cc1nc(N2CCOCC2)[nH]c(=O)c1[N+](=O)[O-]	-4	0.4	-1	0.3	-0.4	0.9	1	-2.7	0	-0.8	-1.0
O=S(=O)(Nc1ccn(-c2ccccc2)n1)c1ccc(Br)cc1	6	1.6	2	7.3*	4.2	0.1	-34	5.2	0	-1.1	-0.1
CCCCN(C)S(=O)(=O)c1cc2c3c(c1)CCC(=O)N3CCC2	0	0.0	0	-0.5	2.2	0.1	-7	2.8	6	-1.4	-0.1

Compounds from the list above containing an aryl methoxy group (3):
SMILES	SMARCA2 activ	DAX1 inh-1	NPR1 activator	hcDAF12 agonist	GAA850 FXN act	KLK7 zymogen act	HGIII-sPLA2 inh	hgDAF-12 ag	NPR2 activator	ssDAF-12 act	DAX1 inh-2
COc1cc(NC(=O)NCc2ccncc2)cc(OC)c1OC	-4	-0.3	-1	0.2	-1.6	0.2	7	0.5	5	-0.3	0.5
COc1cccc(NC(=S)N/N=C2\CC3CCC2(C)C3(C)C)c1 (configuration not stated)	4	0.3	-4	2.1	4.3	-0.4	4	8.0	-3	-1.1	2.5
COc1cc(/C=c2\sc3n(c2=O)CCCN=3)ccc1O	4	0.2	-7	-0.3	2.6	0.1	3	5.0	-3	-1.2	0.6

Next section.
SMILES	SMARCA2 activ	DAX1 inh-1	NPR1 activator	hcDAF12 agonist	GAA850 FXN act	KLK7 zymogen act	HGIII-sPLA2 inh	hgDAF-12 ag	NPR2 activator	ssDAF-12 act	DAX1 inh-2
Cc1ccc(C(C)C)c(OCC(=O)NNC(=O)C2CSC3(C)CCC(=O)N23)c1 (configuration not stated)	-1	0.7	0	-0.3	0.4	0.5	-2	3.2	0	-0.5	-0.1
CCCOc1ccc(C(F)(F)F)cc1NC(=O)C1CC(=O)N(Cc2ccco2)C1 (configuration not stated)	-4	-1.2	-2	0.6	0.9	0.5	-10	0.7	0	-1.0	-0.4
Cc1cccc(C)c1NC(=O)CNC(=O)c1c(-c2ccccc2)noc1C	0	-1.2	2	-1.8	0.7	0.0	5	-1.2	-5	-0.6	-0.2
COCC1CCN(Cc2cn[nH]c2-c2cc(OC)c(OC)c(OC)c2)CC1	0	0.4	4	0.4	2.3	0.1	-1	-1.8	-2	-0.2	0.0
N/C(=N\OC(=O)CC1CCCCC1)c1cccc(Br)c1	0	-0.2	3	-1.4	0.8	-0.7	5	1.3	-4	-0.3	0.5
O=C(O)C1=CCCNC1	3	1.7	2	-2.9	2.4	0.5	1	-2.7	9	-1.1	-0.3
COc1ccccc1C(=O)NNC(=O)c1ccc2ccccc2c1	1	-0.4	-1	-0.4	1.8	-0.1	-6	0.0	1	-1.1	0.9
Cc1ccc(C(=O)NNC(=O)C2CCN(S(=O)(=O)c3ccc(C)cc3)CC2)cc1	-7	-0.8	2	-1.4	0.2	0.2	-9	0.2	6	-0.7	3.4
COc1cc2c(cc1OC)CN(C(=O)/C=C/c1cc(OC)c(OC)c(OC)c1)CC2	-1	-0.6	5	-2.4	1.9	0.2	-1	-2.7	3	-1.4	-1.1
COc1ccc(-n2ncc3c(=O)n(CC(=O)NC(C)C)cnc32)cc1	4	-0.2	5	1.6	1.1	-0.4	1	1.1	5	-1.1	1.0
Cc1ccc(S(=O)(=O)NCc2ccc(C(=O)NCCCN3CCN(C)CC3)cc2)cc1	-3	-0.3	1	-2.6	2.0	-0.2	0	-1.7	0	-0.7	-1.5
COc1cc(NC(=O)CSc2nc3ncnc(N)c3[nH]2)c(C(=O)O)cc1OC	-2	0.4	0	3.1	0.6	0.1	4	-0.3	1	-0.2	-1.5
COCCCNC1=C(Cl)C(=O)c2ccccc2C1=O	1	-0.8	1	-1.6	3.4	-0.1	-2	-3.2	0	-2.5	-1.2
Nc1ccc(C(=O)OCC(=O)Nc2ccc([N+](=O)[O-])cc2C(F)(F)F)cc1	-4	-0.6	1	-1.4	0.7	0.9	2	2.5	-4	-1.5	-0.7
COc1cccc(C(CCc2cc(OC)c(OC)c(OC)c2)NC(C)=O)c1 (configuration not stated)	-1	-0.6	-1	-0.8	0.4	-0.4	2	1.9	-1	-0.8	0.8
CSc1ccc(CN(C)CC(=O)NC(=O)NC(C)(C)C)cc1	0	-0.7	-4	-1.5	-1.9	0.8	6	-0.1	5	-0.9	-0.7
Cc1nc(-c2coc3cc(O)c(C)cc3c2=O)cs1	4	2.4	1	10*	-3.8	0.5	-1	13*	-16	0.7	-2.3
Cc1ccccc1NC(=O)COC(=O)c1c(-c2ccccc2)noc1C	-1	-0.5	1	0.0	1.4	0.4	4	-3.0	-2	-1.6	-0.6
COc1ccc(S(=O)(=O)N(C(=O)C(C)C)c2ccc3oc(=O)sc3c2)cc1	4	-1.4	7	0.4	3.1	0.1	-27	-3.0	2	-1.1	0.6
CCCCn1nnnc1C(c1ccccc1)N1CCN(c2ccc(C(F)(F)F)cn2)CC1 (configuration not stated)	-4	-2.5	-1	-1.3	.	0.2	-5	-2.8	0	-0.8	.
O=C(Nc1ccccc1NC(=O)c1csnn1)c1csnn1	-5	0.1	5	0.6	1.7	0.4	12	1.3	1	-1.1	1.0
CSc1nc2sc3c(c2c(=O)[nH]1)CCC(C)C3 (configuration not stated)	1	1.4	1	-0.7	0.2	-0.3	3	1.1	-8	-1.6	-1.3
COc1ccc(C2C(C(=O)Nc3cccc(C)n3)c3ccccc3C(=O)N2C)cc1OC (configuration not stated)	7	-0.8	-5	-2.8	-0.9	0.0	12	-2.5	-3	-0.6	-0.3
Cn1c(N)c(C(=O)CNC2CCCCC2)c(=O)n(C)c1=O	0	0.4	2	-2.8	-1.1	-0.9	3	-1.2	-1	-1.4	1.2
CCC(C)NC(=O)/C=C/c1cccs1 (configuration not stated)	0	0.6	3	-2.2	1.2	0.0	8	-1.3	4	-1.2	1.0
CCOC(=O)N1CCN(C(=O)CNS(=O)(=O)c2c(C)cc(C)cc2C)CC1	0	0.5	-3	-1.4	-0.3	1.2	-4	-0.2	5	-1.2	0.7
O=C(O)c1ccc(Cn2cnc3scc(-c4ccccc4)c3c2=O)cc1	-2	0.4	-1	0.6	0.6	0.0	0	-1.9	-3	-1.1	0.9
CCOC(=O)CC(c1ccc([N+](=O)[O-])cc1)n1c(C)ccc1C (configuration not stated)	0	0.8	-7	-0.8	-0.8	0.2	-5	2.8	-5	-2.1	0.0
COc1ccc(C(=O)NC2CCN(C(=S)Nc3ccccc3C)CC2)cc1	-3	-0.3	-7	-2.4	2.9	0.6	9	0.6	0	-1.1	-1.2
CN(C)S(=O)(=O)c1cc(C(=O)NCc2ccccc2)c(Cl)cc1Cl	-2	-1.2	-4	-2.2	-2.1	-0.5	-3	-1.4	-4	-1.6	1.3
O=C1C(Cc2ccccc2)C(c2ccccc2)N1c1ccccc1 (configuration not stated)	-1	0.1	-3	-0.8	-1.6	-0.3	4	-0.1	-8	-0.7	0.2
